Screening results from PubChem BioAssay.
T cell modulator: modulators of CD8 T cell-vesicle binding, primary screen, mouse 2C CD8+ T cells, flow cytometry | 2C CD8+ T cell-vesicle binding; hits give low values | calls only at 7 µM | 330,000 tested, 0.068% active | AID 2052, 2009;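 active = response, share of CD8 T cells binding vesicles, and their 90th percentile fluorescence all below set limits, cut at about 80% in these data, passing the limit was not always enough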
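Assay system – 2C mouse CD8+ T cells · Also added – QL9-loaded Drosophila micro-vesicles · Timing – Cell–vesicle co-incubation 1.5 h at 37 °C, staining 20 min on ice · Signal – flow cytometry of vesicle-bound cells · Measure – percent CD8+ FL2 mean versus row control · Controls – Peptide-free naked vesicles (low) and QL9 vesicles with 0.7% DMSO vehicle (high)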
Hep lipid drop: inhibitors of hepatocyte lipid droplet formation, primary screen, imaging, high-throughput imaging, BODIPY stain | AML12 mouse hepatocytes, oleate lipid droplets | 240,000 tested, 0.4% active | inhibition, % at 6.5 µM;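 active = lipid droplet intensity inhibited by at least 50%, with more than 500 cells counted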
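System: AML12 hepatocytes (mouse). Probe or stimulus: oleic acid at 100 µM to induce lipid droplet formation. Times: overnight treatment with compound plus oleate. Detection: Image-based BODIPY and DAPI two-channel analysis. Evaluation: percent inhibition of filter-corrected integrated lipid droplet intensity per well.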
PhoP inhibition: inhibitors of PhoP regulon expression, primary screen, Salmonella Typhimurium, GFP reporter (AID 1863); S. Typhimurium PhoP-regulated promoter GFP reporter, 4 h; higher % means a stronger effect; inhibition, % at 50 µM; hits with a dose series show IC50 in µM; 300,000 tested, 0.16% active;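 active = inhibition over 29.93%, a cutoff 3 SD above the screen mean, later confirmed by dose response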;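 also: 0% = low Mg2+ inducing control and 100% = high Mg2+ repressing control; strong numbers were not always called active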
CSM14.1 death rescue: rescue of cells from ER stress-induced death, primary screen, 384-well, CSM14.1, thapsigargin, ATP luminescence (AID 1222); CSM14.1 thapsigargin-induced death rescue, ATP luminescence; higher % means a stronger effect; 190,000 tested, under 10 active; cellular ATP content (survival), % at 20 µM; hits with a dose series show EC50 in µM;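 active = EC50 below 50 µM in the dose-response confirmation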;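 also: death triggered by thapsigargin at about 15 µM added after 2 h compound pretreatment; cell ATP read after overnight thapsigargin exposure of roughly 18 to 22 hours; normalized against plate controls of thapsigargin alone and 5% DMSO vehicle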
MT stabilizer: microtubule stabilizers in HeLa cells, primary screen, imaging, high-content imaging. 200,000 tested, 0.83% active. AID 2205, 2009. % tubulin-high responders, % at 10 µM. HeLa tubulin immunostaining HCS, 24 h; share of cells brighter than vehicle mean+2SD;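 active = plate Z-score above 3 for both tubulin-high and condensed-nucleus cell shares, with cell loss under 80%, at 10 µM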;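 also: anti alpha tubulin signal scored within the nucleus-defined area of each cell; some results filed as inactive read as strong as hits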
bCat nuc transl: modulators of beta-catenin nuclear translocation, primary screen, imaging, HeLa cells, immunofluorescence, high-content. 190,000 tested, 0.3% active. nuclear translocation activity, % at 5 µM;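 active = nuclear translocation activity above 50% at 5 µM, with a well cell count of 50 or more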;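 also: per-cell ratio of nuclear to cytoplasmic median beta-catenin stain intensity; plate controls were DMSO negative control for no effect and GSK-3 inhibitor IX positive control for full effect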
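Test system: human HeLa cells, endogenous beta-catenin. Times: 24 h compound exposure, 37°C. Measured by: beta-catenin immunofluorescence imaging with DAPI.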
Dynein transport: inhibitors of GR-EGFP nuclear translocation, primary screen, dynein cargo transport inhibitor project, imaging, high-content, 3617.4 mouse cells; test concentration mostly 20 µM; stimulated with dexamethasone, 1 µM; hits give low values; z-score, hits read low; 220,000 tested, 0.47% active;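 active = plate z-score of nuclear minus cytoplasmic receptor signal below a set negative limit, without overly bright fluorescence or cell loss, cut at about -3.5 in these data, passing the limit was not always enough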;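 also: z-score of nuclear minus cytoplasmic ring GR-EGFP intensity difference per well; some compounds called inactive have numbers as strong as hits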
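Medium: Induction medium lacking tetracycline, stripped serum | Probe or stimulus: 1.0 µM final dexamethasone stimulus | Schedule: 48 h induction, then 1 h compound, then 30 min agonist, 37 °C | Signal: Automated 10x imaging of fixed Hoechst-stained cells | Evaluation: Per-cell GR-EGFP intensity, nucleus versus surrounding cytoplasmic ring, well-averaged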
Insulin prom up: insulin promoter activators in MIN6 cells, imaging, high-content screening, mouse beta cells. MIN6 insulin promoter-GFP reporter; hits give high values. z-score at 5 µM. 190,000 tested, 0.3% active. AID 1625, 2009;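 active = z-score above 3 at 5 µM with at least 500 cells counted in the well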
Autophagy mod: autophagy modulators in MEF cells, primary screen, imaging, high-content, MEF GFP-LC3; MEF GFP-LC3 puncta imaging; test concentration mostly 10 µM; calls only at 10 µM (by protocol); 190,000 tested, 0.98% active;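 active = percentage of spot-positive cells more than 3 SD above its plate mean, without a fluorescence outlier flag or 80% toxicity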;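 also: spot-positive cell cutoff set from DMSO-treated cells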
Dynein transport cytoplasmic EGFP: second read-out of Dynein transport, no call of its own (marks repeat the call); z-score; measured here: cytoplasmic GR-EGFP intensity; hits give high values
Dynein transport nuclear GR-EGFP: further read-out of Dynein transport, marked with its call; z-score; measured here: nuclear GR-EGFP intensity;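 lower value marks the stronger effect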
Dynein transport cell count: also measured in Dynein transport; calls as there; z-score; measured here: cell count per field
Insulin prom up cell count: also measured in Insulin prom up; calls as there; cell count; measured here: cytotoxicity, nuclei count;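 total cells summed across four imaged fields per well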
Hep lipid drop cells 6.5 µM: also measured in Hep lipid drop; calls as there; cell count; measured here: cell count, cytotoxicity flag;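 cells counted across two imaged fields per well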
bCat nuc transl cell count 5 µM: also measured in bCat nuc transl; calls as there; cell count; measured here: cell count, cytotoxicity flag
T cell modulator vesicle-bound %: also measured in T cell modulator; calls as there; double positive events, %; measured here: CD8+ vesicle-bound cell fraction;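 binding gate set so that unloaded-vesicle control wells show 10% double positive cells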
MT stabilizer Hoechst-high %: further read-out of MT stabilizer, marked with its call; % Hoechst-high responders; measured here: nuclear condensation Hoechst responders;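 share of cells brighter than vehicle mean plus two SD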
MT stabilizer cytotoxicity %: second read-out of MT stabilizer, no call of its own (marks repeat the call); toxicity, %; measured here: cytotoxicity by cell density;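 0% = mean cell density of plate MIN control wells and 100% = no cells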
Autophagy mod cell loss 18 h: second read-out of Autophagy mod, no call of its own (marks repeat the call); toxicity, %; measured here: cell loss, nuclei count;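 cell loss after 18 h compound exposure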
The depositor's hits bear a star; i = inactive; nt = not tested or not shown.

SMILES | T cell modulator | T cell modulator vesicle-bound % | Hep lipid drop | Hep lipid drop cells 6.5 µM | PhoP inhibition | CSM14.1 death rescue | MT stabilizer | MT stabilizer Hoechst-high % | MT stabilizer cytotoxicity % | bCat nuc transl | bCat nuc transl cell count 5 µM | Dynein transport | Dynein transport cytoplasmic EGFP | Dynein transport nuclear GR-EGFP | Dynein transport cell count | Insulin prom up | Insulin prom up cell count | Autophagy mod | Autophagy mod cell loss 18 h
CCOC(=O)C1(CC2CC2)CCN(Cc2ccc(O)c(Cl)c2)CC1 | i | 58.3 | -15.6 | 706 | 4.2% | 0.3% | 3.2 | 1.1 | 11.0 | -0.1 | 1108 | -0.594 | -0.21 | -0.617 | 0.826 | -0.8 | 1128 | i | 5.4
O=C(O)C1CC1C(=O)N1CCN(c2ccc(Cl)c(Cl)c2)CC1 (stereo unspecified) | i | 47.6 | -0.3 | 766 | 15.1% | -2.9% | 2.2 | 2.2 | 9.1 | -4.2 | 1081 | 0.00562 | -0.182 | 0.133 | 1.07 | 0.57 | 853 | i | 2.7
CC(CN1CCCCC1)OC(=O)C1c2ccccc2Oc2ccccc21 (stereo unspecified) | i | 22.5 | -9.8 | 806 | -4.4% | 7.8% | 1.9 | 1.9 | 9.2 | -0.4 | 995 | -0.845 | -0.135 | -0.23 | 1.01 | 0.53 | 987 | i | -7.2
Cc1ccc(NNC(=O)C2CCC2)cc1C | i | 32.8 | nt | nt | -11.3% | nt | nt | nt | nt | -1.1 | 1332 | -0.841 | -0.283 | -0.629 | 1.41 | -0.26 | 1454 | nt | nt
CCn1c(-c2ccccc2)c(C(=O)CC#N)c2ccccc21 | i | 55.9 | 19.4 | 726 | -1.4% | -1.0% | 2.9 | 2.0 | 4.0 | 0.7 | 1099 | -1 | -0.36 | -0.399 | 1.09 | -0.03 | 1212 | i | 7.0
Cc1cc(C)c2[nH]c(=O)c(C(c3nnnn3CC3CCCO3)N3CCCC(C)C3)cc2c1 (stereo unspecified) | i | 48.9 | 14.2 | 679 | -1.8% | -3.3% | 3.0 | 2.0 | 2.3 | 0.1 | 985 | -0.58 | -0.262 | -0.194 | -0.0423 | 0.01 | 1440 | i | 15.5
S=c1nc(C2CCCCC2)[nH][nH]1 | i | 26.6 | 4.2 | 688 | 79.2% | -0.7% | 1.5 | 1.6 | 5.4 | -0.1 | 1012 | 0.0646 | -0.277 | 0.252 | 0.125 | 0.08 | 2103 | i | 12.5
CCOC(=O)C(C)c1ccc2cc(OC)ccc2c1 (stereo unspecified) | i | 43.2 | nt | nt | 9.8% | 1.9% | 3.4 | 0.7 | 3.1 | -1.0 | 1377 | -0.229 | -0.238 | -0.294 | -0.209 | -0.09 | 1475 | i | 3.0
O=C(Nc1ccc(O)cc1C(=O)O)c1cccc(Br)c1 | i | 45.5 | nt | nt | -1.2% | 5.5% | 3.4 | 2.3 | 9.5 | 0.3 | 1159 | 0.569 | 0.577 | 1.27 | -0.689 | 0.24 | 1228 | i | -5.3
CC1C/C(=N\NC(=O)c2ccc(NS(=O)(=O)c3ccc(Br)cc3)cc2)CC(C)(C)C1 (stereo unspecified) | i | 51.7 | 16.1 | 670 | 1.0% | -2.6% | 2.4 | 2.6 | 7.2 | -5.6 | 550 | -0.462 | -0.3 | -0.624 | 0.636 | 0.65 | 1409 | i | 14.6
COc1ccc(Cl)cc1N(C(=O)Nc1cccc(Cl)c1)C1=NCC(C)S1 (stereo unspecified) | i | 20.6 | -2.3 | 570 | 11.3% | -0.3% | 2.5 | 2.3 | 7.7 | 1.7 | 1113 | -0.641 | -0.256 | -0.171 | 0.944 | 0.02 | 1233 | i | 30.9
COc1cccc(Cn2cccc(NC(=O)Nc3ccccc3C)c2=O)c1 | i | 20.1 | 5.3 | 679 | 3.7% | 1.6% | 1.7 | 2.5 | 15.3 | -0.1 | 1434 | -0.606 | -0.19 | -0.603 | 0.255 | -0.67 | 1617 | i | -11.5
COc1cccc(C(=O)N2CCN(S(=O)(=O)Cc3ccccc3)CC2)c1OC | i | 16.1 | 6.5 | 703 | -7.2% | 2.2% | 3.5 | 3.3 | 5.3 | -0.8 | 1235 | 0.0642 | -0.067 | 0.128 | 0.26 | 0 | 1086 | i | -12.2
O=C(NCc1ccco1)c1ccc2c(=O)n(CCC3=CCCCC3)c(=O)[nH]c2c1 | i | 18.4 | nt | nt | -18.1% | -0.3% | 2.4 | 2.4 | 8.5 | -3.9 | 1014 | -0.382 | -0.138 | -0.0435 | 0.341 | 0.56 | 1621 | i | -9.2
CC(=O)c1cccc(N/C=C\c2nnnn2-c2ccc(F)cc2)c1 | i | 48.9 | 12.7 | 623 | 6.0% | 7.1% | 2.1 | 2.1 | 0.8 | nt | nt | -0.418 | -0.315 | -0.441 | 0.382 | -0.45 | 1482 | i | 6.7
COC(=O)c1sccc1NC(=O)CSc1ccccc1NS(=O)(=O)c1cc(Cl)ccc1Cl | i | 11.1 | 14.3 | 631 | 11.8% | -1.5% | 1.2 | 1.5 | 6.7 | -1.5 | 1108 | nt | nt | nt | nt | 0.88 | 1862 | i | 3.0
Cc1ccc(S(=O)(=O)N2CCN(Cc3ccccc3C(F)(F)F)CC2)cc1 | i | 15.9 | nt | nt | 0.0% | -0.8% | 2.3 | 1.6 | 1.0 | nt | nt | -0.602 | -0.203 | -0.382 | 0.595 | nt | nt | i | 0.8
COCCNC(=O)Nc1ccc2nc(-c3ccco3)c(-c3ccco3)nc2c1 | i | 37.8 | 1.9 | 679 | 2.8% | 0.0% | 2.6 | 1.6 | 4.5 | -0.1 | 1603 | -0.539 | -0.285 | -0.533 | 0.761 | -0.31 | 1445 | i | 86.9
O=C1NC(Cc2c[nH]c3ccccc23)C(=O)N1c1ccc(F)cc1 (stereo unspecified) | i | 0.0 | 5.1 | 806 | -1.3% | 0.2% | 2.1 | 1.9 | 7.5 | -8.1 | 1339 | -0.411 | -0.148 | -0.289 | 0.458 | nt | nt | i | -9.8
Cc1ccc2nc(C3CCN(CC(=O)N4CCCCCC4)CC3)[nH]c2c1 | i | 33.0 | 21.2 | 637 | -6.2% | -1.2% | 1.8 | 1.7 | 6.7 | -0.4 | 1241 | 0.435 | -0.228 | 0.491 | -0.856 | -0.41 | 1812 | i | -1.8
CC(C)C[C@H](NC(=O)c1nc[nH]c1C(=O)N(C)Cc1ccccc1)C(=O)OCc1ccccc1 | i | 38.8 | -22.4 | 718 | -2.9% | 4.3% | 2.2 | 0.8 | 7.2 | -1.7 | 1090 | 0.142 | -0.281 | 0.385 | -0.417 | 1.57 | 1404 | i | -4.3
COC(=O)CNC(=O)C(C)(C)Oc1ccc(Cl)cc1 | i | 44.4 | -1.8 | 750 | -1.6% | 0.9% | 2.8 | 2.0 | 9.0 | -4.1 | 1204 | -0.427 | 0.503 | -0.231 | 0.508 | nt | nt | i | 7.7
CCC(C)NC(=O)c1cn(CC)c2ccc(S(=O)(=O)N(C)C)cc2c1=O (stereo unspecified) | i | 42.8 | -2.8 | 716 | 28.0% | -0.8% | 5.2 | 2.4 | 6.8 | -2.1 | 1209 | -0.464 | -0.253 | 0.0282 | 0.26 | -1.2 | 1153 | nt | nt
Cc1nn(CC(=O)O)c(C)c1N | i | 32.6 | -9.7 | 698 | 0.4% | nt | nt | nt | nt | 0.6 | 1337 | 0.378 | -0.199 | 0.156 | -1.25 | 0.21 | 886 | nt | nt
O=C(Nc1ccc(NC(=O)c2cccs2)cc1)c1ccc2c(c1)OCO2 | i | 39.8 | 21.1 | 687 | -1.1% | nt | nt | nt | nt | -0.1 | 1295 | -0.762 | -0.106 | 0.077 | -0.104 | 0.05 | 1059 | nt | nt
CCCN(CCC)CCNc1c(N2CCN(C(=O)OCC)CC2)c(=O)c1=O | i | 40.7 | -5.7 | 714 | 2.7% | -1.1% | 5.0 | 3.4 | 2.7 | nt | nt | -0.0175 | -0.201 | 0.271 | -0.0716 | 0.87 | 1120 | i | 3.0
Cc1cccc(-n2c(=S)[nH]c3c(oc4ccccc43)c2=O)c1 | i | 37.3 | 3.1 | 654 | 5.6% | -0.9% | 3.0 | 3.2 | 0.0 | -2.9 | 494 | 0.681 | -0.29 | -0.0636 | -0.492 | -0.45 | 1073 | i | -1.7
Cc1oc2c(CN3CCCC3)c(O)ccc2c(=O)c1-c1ccc(Br)cc1 | i | 31.7 | nt | nt | -10.3% | -0.8% | 2.6 | 2.4 | 6.7 | -0.5 | 817 | -0.663 | -0.148 | -0.671 | 0.547 | -0.05 | 1378 | i | 13.1
